Screening data (PubChem BioAssay)
HCV inh: blocks hepatitis C virus. Huh7.5.1 HCVcc-Cre infection, luciferase reporter, 44 h. Potency, µM (series often up to 41.8 µM), for the others: top-dose activity change, negative = inhibition, actives largely listed as inhibitors. actives 3.4% (n = 340,000). AID 651820; further: potency means the concentration at half of the fitted maximal effect; on the % scale 0 is the no-effect control and ±100 the full control effect
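Antiviral activity was scored by luciferase reporter output from cells infected with HCVcc-Cre (~0.5 moi) in presence of compound, 44 h infection period, cells seeded 1,000/well 4 h prior.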
Pf growth 48h: inhibits P. falciparum growth in the first generation, 48 h. P. falciparum luciferase growth in erythrocytes, 48 h. Potency, µM (highest dose often 28.7 µM), for inactives: at the top dose activity change, negative = inhibition, usual class: inhibitors. actives 5.9% (n = 310,000). AID 504832; further: potency means the concentration at half of the fitted maximal effect; on the % scale 0 is the no-effect control and ±100 the full control effect
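First compound was added to culture medium, then infected red cells at 0.1% parasitemia and 2% hematocrit (final). After incubation at 37 C under 5% CO2, luciferase detection reagent was dispensed and light output recorded.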
Giardia FBPA inh: Giardia lamblia aldolase inhibition; A8B2U2; purified Giardia FBPA; Potency, µM (series often up to 59.6 µM), inactives show at the highest dose activity, negative = inhibition, usual class: inhibitors; actives 0.71% (n = 290,000); further: potency means the concentration at half of the fitted maximal effect; on the % scale 0 is the no-effect control and ±100 the full control effect; nearly all actives have a fitted effect of over 55% in size
Target sequence (A8B2U2 whole entry, looked up): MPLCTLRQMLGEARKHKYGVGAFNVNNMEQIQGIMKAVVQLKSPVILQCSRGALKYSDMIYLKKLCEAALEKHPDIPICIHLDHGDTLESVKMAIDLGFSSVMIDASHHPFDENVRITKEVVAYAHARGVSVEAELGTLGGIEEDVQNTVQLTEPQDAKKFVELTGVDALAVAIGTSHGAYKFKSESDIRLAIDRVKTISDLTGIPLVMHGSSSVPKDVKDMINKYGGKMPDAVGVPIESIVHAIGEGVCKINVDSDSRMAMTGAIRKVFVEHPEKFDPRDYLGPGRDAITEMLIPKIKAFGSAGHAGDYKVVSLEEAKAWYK
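Giardia FBPA (40 nM reagent) was preincubated 10 min at RT with compound (up to 57.5 uM final), then substrate plus GAPDH/TPI/NAD/arsenate coupling system with diaphorase/resazurin was added; resorufin fluorescence (525/598 nm) was read after 20 min.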
Cycloheximide cs: affects cycloheximide protein synthesis inhibition readout, counter-screen; cell reporter, cycloheximide protein synthesis inhibition counterscreen; actives 12% (n = 300,000); max response, %; in the data active means max response mostly above about 13%, no sharp cut-off; inactive means mostly below about 14%; further: read at 38.3 µM for the half of the compounds with a filed dose; 0% is about no effect
Shiga inhibitor: inhibitors of Shiga toxin in Vero cells. Vero cells, Shiga toxin protein synthesis inhibition reporter. inhibition, % at 38.7 µM. actives 9.2% (n = 290,000); in the data active means inhibition mostly above about 28%, no sharp cut-off; inactive means mostly below about 43%; further: 0% is about no effect
Pf growth 96h: P. falciparum growth inhibition at 96 hour, primary screen for plastid delayed-death inhibitors | P. falciparum luciferase reporter growth, 96 h | Potency, µM (doses to about 28.7 µM), without a hit: top-dose activity change, negative = inhibition, actives largely listed as inhibitors | AID 504834 | actives 6.9% (n = 320,000); further: potency means the concentration at half of the fitted maximal effect; on the % scale 0 is the no-effect control and ±100 the full control effect
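Delayed-death screen, second-generation endpoint: infected erythrocytes, 2% hematocrit, 0.05% parasitemia final; 96 hours at 37 C, 5% CO2; luciferase detection reagent; luminescence decrease equals reduced growth.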
The depositor's hits bear a star; i = inactive; u = inconclusive; x = no result given; & = joins results of further samples; [ ] = remark or other dose. Unless noted, the call rests on the fitted dose curve; in most records, active means well fitted curve in the direction sought with a large enough effect; inconclusive means small, poorly fitted or top-dose-only effect, or another doubt; inactive means no such curve, though single readings can be large; an effect the other way counts as inactive or inconclusive. Hits appear at their usual frequency; any-hit rate near 24%.

nr	Compound	HCV inh	Pf growth 48h	Giardia FBPA inh	Cycloheximide cs	Shiga inhibitor	Pf growth 96h
1	CSc1ccccc1NC(=O)c1cnc2sc(C)cn2c1=O	-28%	74%[activator]	x	x	x	96%[activator]
2	N#Cc1cc(C(=O)c2ccccc2O)cn(-c2nccs2)c1=O	16%	17%	-2%	8	-19	11%
3	CCc1ccc(C(C)NC(=O)c2ncn[nH]2)cc1 (stereo unspecified)	10%	12%	-17%	-3	2	-13%
4	COc1ccccc1CNC(=O)COc1ccc(Br)c(C)c1	16%	49%[activator]	11%	11	17	u
5	CCOc1ccccc1C(=O)Nc1nncs1	u	28%	6%	1	13	19%
6	NC(=O)[C@@H]1CCCNc2c(F)cc([N+](=O)[O-])cc2C(=O)N[C@@H](CO)C(=O)N[C@@H](Cc2ccc(O)cc2)C(=O)N1	1%[8.37 µM]	10%	-3%	-6	-15	-14%
7	COc1ccc(NC(=O)C(C)(C)Oc2ccc(Cl)cc2)cn1	-21%	26%	x	x	x	7%
8	COc1ccc(CCNc2oc(COc3ccccc3F)nc2C#N)cc1	u	-3%	-5%	15*	30	u
9	Cc1cccc(/N=C/c2sc3ccccc3c2O)n1	6%	9%	-7%	44*	39*	u
10	CN1C(=O)C2(OCCCO2)c2ccccc21	9%	-17%	5%	1	-1	0%
11	O=c1[nH]c(=O)n(CCc2ccc(F)cc2)c(O)c1C=NCc1ccc2c(c1)OCO2	6%	17%	10%	-2	-12	16%
12	Cc1cc(C)nc(NC2=NCC(=O)N2c2ccc(Cl)cc2)n1	4%&19%	27%	-14%	-4	2	x

The list continues.
nr	Compound	HCV inh	Pf growth 48h	Giardia FBPA inh	Cycloheximide cs	Shiga inhibitor	Pf growth 96h
13	Cc1cccc(CN2CCN(c3ncccn3)CC2)c1	-8%	5%	u	-2	2	4%
14	CCOc1ccc(N2CC(C(=O)Nc3cccnc3)CC2=O)cc1 (stereo unspecified)	3%	-21%	11%	-2	-10	12µM*
15	CCOc1cc2c(cc1OCC)-n1cccc1C(c1ccc(F)cc1)NC2 (stereo unspecified)	-18%	u	-11%	-1	-14	20%
16	CCOC(=O)CNC(=O)c1cc2c(=O)[nH]c3ccc(C)cc3c2s1	9%	-5%	5%	-4	0	33%[activator]
17	O=c1[nH]c(=O)n(-c2ccc(Br)cc2)c(O)c1C=NC(CO)(CO)CO	7%	u	0%	-2	-2	0%
18	Cc1ccc(N2CCN(S(=O)(=O)N3CCCCC3)CC2)c(C)c1	-3%	-21%	5%	3	-9	u
19	Cc1cccc(C)c1NC(=O)/C(C#N)=C/c1ccc(-c2ccc(C(=O)O)cc2)o1	-7%	74%[activator]	-10%	21*	70*	22%
20	O=C(NCc1ccco1)C(=O)NCC1OCCN1C(=O)c1ccc(Cl)cc1 (stereo unspecified)	15%	5%	0%	-2	-7	-1%
21	S=c1[nH]nc(CCc2ccccc2)n1-c1ccccc1	16%	-5%	7%	3	-5	-17%
22	COCCN(C(=O)COc1ccc(Cl)cc1)c1nnc(-c2cccnc2)s1	24%	0%	-13%	-1	11	0%
23	CS(=O)(=O)N(CC(=O)Nc1c(F)cccc1F)Cc1ccccc1	12%	-11%	6%	3	5	-29%
24	CC1CC2(O)c3nonc3CCC2N1O (stereo unspecified)	17%	21%	1%	-1	-35	74%[activator]

Continued.
nr	Compound	HCV inh	Pf growth 48h	Giardia FBPA inh	Cycloheximide cs	Shiga inhibitor	Pf growth 96h
25	Cc1cc(Cl)ccc1OCC(=O)OCC(=O)c1c(N)n(C)c(=O)n(C)c1=O	9%	6%	x	x	x	43%[activator]
26	CN1CCN/C1=C(/C(Cl)=C(Cl)Cl)[N+](=O)[O-]	20%	9%	u	-1	2	2%
27	O=C(NCCCn1ccnc1)c1cccc(Br)c1	10%	17%	3%	-4	-6	14%
28	COc1ccc(C)c(NC(=O)NCCc2cnc[nH]2)c1	29%	22%	-19%	2	-4	u
29	CC(=O)Nc1ccc(S(=O)(=O)N2CCSC2c2ccc(Cl)cc2)cc1 (stereo unspecified)	u	8%	2%	-2	-6	x
30	COc1cc(NC(=O)COc2ccc(-n3ccnc3)cc2)cc(OC)c1	u	-28%	5%	6	21	u
31	COC(=O)Nc1nnc(-c2ccccc2OC)s1	14%	124%[activator]	-8%	38*	74*	162%[activator]
32	CC1(C)C(=O)Nc2ccccc2N1C(=O)CN1C(=O)C(=O)N(C2CCCC2)C1=O	8%	8%	2%	-3	-10	38%[activator]
33	CCOC(=O)c1c(NC(=O)c2cc(C)on2)c2cc([N+](=O)[O-])ccc2n1C	11%	34%[activator]	0%	-3	-6	13%
34	COc1ccc(S(=O)(=O)NC2CCCCC2)cc1-n1cnnn1	17%	0%	1%	5	-4	2.6µM*
35	COc1cccc(NC(=O)Cn2nnc(C(=O)NCc3cccs3)c2N)c1	15%	12%	8%	3	11	u
36	CN(C)CCCN(C(=O)COc1ccc(Cl)cc1)c1nc2cc3c(cc2s1)OCCO3	1%[8.37 µM]	-1%	x	x	x	12%

Remaining list, next part
nr	Compound	HCV inh	Pf growth 48h	Giardia FBPA inh	Cycloheximide cs	Shiga inhibitor	Pf growth 96h
37	COc1ccc2nc(Nc3nc(CSc4nnc(C)s4)cc(=O)[nH]3)nc(C)c2c1	-12%[0.335 µM]	u	-7%	-2	-6	u
38	CCc1cccc(NC(=O)CN(C)C2=NS(=O)(=O)c3ccccc32)c1	9%	u	x	x	x	12µM*
39	CCN(CC(=O)Nc1ccccc1C(F)(F)F)C(=O)c1cccc(S(=O)(=O)N2CCN(C)CC2)c1	10%	9%	x	x	x	28%
40	C/C(=C\C(=O)C(F)(F)F)Nc1cc(C)cc(C)c1	5%	-22%	-11%	2	-3	13%
41	Cc1ccc(S(=O)(=O)NCCCNS(C)(=O)=O)cc1	-10%	2%	-5%	-5	-10	22%
42	O=C(NCCCN1CCOCC1)C(Cl)(Cl)Cl	11%	u	-2%	-5	-8	50%[activator]
43	O=C(CC1C(=O)NCCN1Cc1cccc(F)c1)NC1CCCCCC1 (stereo unspecified)	22%	21%	x	-4	-10	-7%
44	CCOC(O)[C@H]1N[C@@H](c2ccc(Cl)cc2)[C@@H]([N+](=O)[O-])[C@@H]1c1ccccc1 (stereo partly specified)	7%	-11%	1%	13	-33	15%
45	NC(=O)COC(=O)c1sc2cc(F)ccc2c1Cl	10%	23%	-2%	6	17	6%
46	O=C(NCCCN1CCOCC1)C(=O)c1c[nH]c2ccccc12	4%	2%	5%	-4	1	-11%
47	Cc1cc(C)c(NC(=O)CSc2nc3ncc(Br)cc3[nH]2)c(Cl)c1	-19%	12%	u	-3	-2	1%
48	COc1ccc(CNC(=O)c2ccc(N3CCCC3=O)cc2)cc1	5%	39%[activator]	-3%	26	39	u

Remaining list, next part:
nr	Compound	HCV inh	Pf growth 48h	Giardia FBPA inh	Cycloheximide cs	Shiga inhibitor	Pf growth 96h
49	Cn1c(CO)cnc1-c1ccccc1	1%	33%[activator]	3%	5	5	103%[activator]
50	COc1cccc(=O)c2c(C)n(-c3ccc(C(=O)O)cc3)c(C)c12	0%	u	u	3	7	23%
51	NC(=O)CSc1nnc(-c2cccs2)n1-c1ccccc1	24%	u	2%	13	-14	42%[activator]
52	O=C(O)c1ccccc1S	10%[8.37 µM]	-1%	0%	-2	12	-4%
53	O=[N+]([O-])c1cccc(CN2CCC(Cc3ccccc3)CC2)c1	-24%	0%	-24%	-1	5	6%
54	CCn1c(N2CCN(CC(=O)c3c[nH]c4ccccc34)CC2)nc2c1c(=O)[nH]c(=O)n2C	-23%	u	-12%	2	-7	3%
55	CC(NC(=O)c1cccc(OC2CCN(C(=O)C3CC3)CC2)c1)c1ccc(F)cc1 (stereo unspecified)	u	-19%	14%	15	17	u
56	Cc1ccc(C)n1N1C(=O)/C(=C\c2ccc(Cl)cc2)SC1=S	-2%	-5%	-8%	-3	-13	53%[activator]
57	CC(=O)c1cccc(NC(=O)CCNS(=O)(=O)c2cccc3nsnc23)c1	4%	-7%	2%	-2	16	u
58	O=C(NCCc1ccccc1)C1CCN(S(=O)(=O)N2CCCCCC2)CC1	-6%	3%	3%	15	26	25%
59	CCOC(=O)C1(CCCc2ccccc2)CCN(C(=O)C2=C(C)OCCO2)CC1	u	u	0%	0	13	13%
60	Cc1cc(NC(=O)CSc2nc3ccccc3n2CC(=O)N2CC(C)CC(C)C2)no1 (stereo unspecified)	10%	6%	6%	-2	-5	-14%[5.75 µM]

Continuation.
nr	Compound	HCV inh	Pf growth 48h	Giardia FBPA inh	Cycloheximide cs	Shiga inhibitor	Pf growth 96h
61	Cc1ccc2c(c1)SC1=NC(c3ccccc3)(C(F)(F)F)NC(=O)N12 (stereo unspecified)	x	56%	1%	10	6	-12%
62	COc1cccc(C2N(c3cccc(Cl)c3)C(=O)C3CCCN32)c1 (stereo unspecified)	17%	x	-2%	-4	-12	9%
63	COC(=O)c1ccc(OCC(=O)Nc2ccsc2C(=O)OC)cc1	u	2%	4%	-1	-9	25%
64	COCCN1CCN(C(=O)c2cc(COc3ccc(F)cc3Cl)on2)CC1	-16%	6%	x	20*	-23	19%
65	CC(C)C[C@@H](NC(=O)[C@H]1CCCN1C(=O)Cc1ccccc1)C(N)=O	14%	8%[0.00184 µM]	-6%	9	6	6%
66	O=C(CSc1n[nH]c(-c2ccccn2)n1)Nc1ccccc1F	u	-11%	-30%	2	12	10µM*
67	O=C(O)c1ccc(-c2ccc(-c3ccccc3)cc2)o1	x	x	12%[89.2 µM]	2	i	x
68	CCC(=NCCN1CCOCC1)c1c(O)n(-c2ccccc2C)c(=O)[nH]c1=O	0%	9%	-10%	-2	-4	-2%[5.75 µM]
69	Fc1ccc(NC(=S)Nc2ccc(Br)cc2)cc1	u	20%	-8%	33*	5	u
70	Brc1ccc(CSc2ncnc3nc[nH]c23)cc1	6%	32%[activator]	-1%	16*	18	-41%
71	Cc1nc2ccccc2c(C)c1C(=O)c1ccccc1	u	-11%	-8%	1	-17	-4%
72	O=C(c1ccc(OC2CCN(Cc3ccc(F)cc3)CC2)cc1)N1CCCC1	u	u	4%	-2	-6	u
73	CCOc1ccccc1CN1CCN(Cc2nc3ccccc3s2)CC1CCO (stereo unspecified)	11%	2%	4%	-4	-7	-8%

From entry 69 as far as 73, copied from above:
nr	Compound	HCV inh	Pf growth 48h	Giardia FBPA inh	Cycloheximide cs	Shiga inhibitor	Pf growth 96h
69	Fc1ccc(NC(=S)Nc2ccc(Br)cc2)cc1	u	20%	-8%	33*	5	u
70	Brc1ccc(CSc2ncnc3nc[nH]c23)cc1	6%	32%[activator]	-1%	16*	18	-41%
71	Cc1nc2ccccc2c(C)c1C(=O)c1ccccc1	u	-11%	-8%	1	-17	-4%
72	O=C(c1ccc(OC2CCN(Cc3ccc(F)cc3)CC2)cc1)N1CCCC1	u	u	4%	-2	-6	u
73	CCOc1ccccc1CN1CCN(Cc2nc3ccccc3s2)CC1CCO (stereo unspecified)	11%	2%	4%	-4	-7	-8%

Ordered by molar mass (smallest number first): four of the compounds above.
nr	Compound	HCV inh	Pf growth 48h	Giardia FBPA inh	Cycloheximide cs	Shiga inhibitor	Pf growth 96h
70	Brc1ccc(CSc2ncnc3nc[nH]c23)cc1	6%	32%[activator]	-1%	16*	18	-41%
69	Fc1ccc(NC(=S)Nc2ccc(Br)cc2)cc1	u	20%	-8%	33*	5	u
65	CC(C)C[C@@H](NC(=O)[C@H]1CCCN1C(=O)Cc1ccccc1)C(N)=O	14%	8%[0.00184 µM]	-6%	9	6	6%
63	COC(=O)c1ccc(OCC(=O)Nc2ccsc2C(=O)OC)cc1	u	2%	4%	-1	-9	25%
